ERb SRC1 inh: blocks coactivator binding to human estrogen receptor beta; 86,000 compounds, 1.3% hits; Q92731; TR-FRET ER-beta LBD / SRC1-Cy5 peptide binding; receptor agonist-loaded with 1 µM estradiol; inhibition, % at 25.6 µM;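 active means compounds whose percent inhibition of the receptor-coactivator binding signal exceeds about 50% in the single-dose screen, limit read from the data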;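 further: 0% = receptor plus peptide wells without compound and 100% = peptide-only wells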
Target sequence (Q92731 whole entry, looked up, the tested form may be a part): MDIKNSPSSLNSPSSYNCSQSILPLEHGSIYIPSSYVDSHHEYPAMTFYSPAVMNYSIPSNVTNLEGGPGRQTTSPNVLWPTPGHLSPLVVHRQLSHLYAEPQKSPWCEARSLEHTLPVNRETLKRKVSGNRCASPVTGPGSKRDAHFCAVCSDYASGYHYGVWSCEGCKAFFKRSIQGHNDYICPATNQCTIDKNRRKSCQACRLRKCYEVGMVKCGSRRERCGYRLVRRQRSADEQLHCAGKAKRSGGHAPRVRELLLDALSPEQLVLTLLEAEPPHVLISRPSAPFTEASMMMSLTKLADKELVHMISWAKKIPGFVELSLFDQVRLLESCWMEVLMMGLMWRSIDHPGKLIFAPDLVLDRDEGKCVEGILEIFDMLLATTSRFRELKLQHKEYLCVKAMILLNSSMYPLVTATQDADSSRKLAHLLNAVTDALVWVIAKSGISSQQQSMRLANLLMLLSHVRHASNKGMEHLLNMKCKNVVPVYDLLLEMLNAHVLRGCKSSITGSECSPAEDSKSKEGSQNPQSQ
PLAP act: human PLAP activation; 96,000 compounds, 1.2% hits; purified PLAP enzyme, luminescent substrate read-out; stronger effect = higher value; AID 696; P05187; activation fold at 20 µM; in the data active means activation fold above about 2
Target sequence (P05187 whole entry, looked up): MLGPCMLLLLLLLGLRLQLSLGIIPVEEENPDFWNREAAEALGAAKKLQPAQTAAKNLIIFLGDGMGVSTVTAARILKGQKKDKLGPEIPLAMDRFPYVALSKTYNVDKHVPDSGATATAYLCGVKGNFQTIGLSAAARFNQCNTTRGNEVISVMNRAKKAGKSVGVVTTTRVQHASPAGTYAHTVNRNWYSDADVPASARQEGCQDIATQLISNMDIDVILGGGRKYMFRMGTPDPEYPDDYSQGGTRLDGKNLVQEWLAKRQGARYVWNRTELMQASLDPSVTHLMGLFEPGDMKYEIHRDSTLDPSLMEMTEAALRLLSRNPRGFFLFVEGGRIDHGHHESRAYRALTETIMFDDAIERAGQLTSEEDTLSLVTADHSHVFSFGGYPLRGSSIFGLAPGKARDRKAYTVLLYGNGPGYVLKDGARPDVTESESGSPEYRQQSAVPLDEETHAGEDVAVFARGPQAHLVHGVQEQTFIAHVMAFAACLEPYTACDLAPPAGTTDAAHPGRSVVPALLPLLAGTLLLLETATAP
Mac1 fbg inh: CD11b/CD18-fibrinogen binding inhibition; P05107+P11215; K562 CD11b/CD18 adhesion to fibrinogen, ATPlite luminescence; Mn2+ added to activate the integrin; inhibition, % at 10 µM; 93,000 compounds, 0.54% hits; AID 1497;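 active means primary inhibition of 50% or more at 10 µM, then 40% or more on retest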; further: some results filed as inactive read as strong as hits
Ecoli WT expand: blocks growth of wild type E. coli BW25113 | growth inhibition, % at 100 µM | 98,000 compounds, 0.15% hits | OD600 absorbance;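 active means growth inhibition above about 50% at one test dose, limit read from the data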;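 further: growth measured after 20 h incubation at 37 °C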
ERa SRC1 inh: blocks coactivator binding to human estrogen receptor alpha | TR-FRET ER-alpha LBD / SRC-1 peptide, estradiol-bound | AID 629 | P03372 | inhibition, % at 25.6 µM | 86,000 compounds, 1.7% hits; in the data active means inhibition above about 50%;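 further: 0% = receptor plus peptide control and 100% = peptide only without receptor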
MT1-MMP txn act: activates MT1-MMP transcription; activation factor at 10 µM; 86,000 compounds, 0.16% hits; HT1080 MT1-MMP promoter luciferase reporter, luminescence, overnight; stronger effect = higher value; AID 750;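 active means activation factor of at least 2 for MT1-MMP transcription at 10 µM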
CD11b adhes enh: enhancers of human CD11b/CD18 binding to fibrinogen. K562 CD11b/CD18 adhesion to fibrinogen, ATPlite luminescence. AID 1499. 93,000 compounds, 0.07% hits. activation, % at 10 µM. P05107+P11215;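 active means 10 µM primary screen giving 50% or more activity, confirmed by 40% or more on retest at that dose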; further: strong numbers were not always called active; reference of the scale not given here
ERa SRC1 pot: enhances coactivator binding to human estrogen receptor alpha | TR-FRET ERalpha-LBD/SRC-Cy5 coactivator binding, 2 h; 100 = basal binding, no effect | coactivator binding (% of control), % at 25.6 µM | 86,000 compounds, 1.3% hits | AID 639; in the data active means activity above about 200%;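 further: binding measured in presence of low estradiol as agonist stimulus; 0% = peptide alone without receptor and 100% = receptor with peptide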
FAK inh: FAK (human) kinase inhibition; Q05397; biochemical FAK kinase activity assay; inhibition, %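 (tested at 7 µM)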; 97,000 compounds, 0.84% hits; in the data active means inhibition above about 19%;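 further: 0% = DMSO and 100% = reference compound high control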
Starred values were filed as active, the others as inactive; . = not tested or not shown; [ ] = another dose, or the depositor's remark.

SMILES	ERb SRC1 inh	PLAP act	Mac1 fbg inh	Ecoli WT expand	ERa SRC1 inh	MT1-MMP txn act	CD11b adhes enh	ERa SRC1 pot	FAK inh
Cc1c(Cc2ccccc2)c(=O)oc2cc(OC(=O)c3ccccc3)ccc12	.	0.9	-17	-11	.	.	-5	.	1
COCCn1c(C)cc(C(=O)COC(=O)c2ccc(NC(=O)CC#N)cc2)c1C	10	1.7	-2	-3	10	1.2	25	101[fluorescence artefact?]	2
Cn1cnnc1SCC(=O)c1ccc(OC(F)F)cc1	.	0.9	2	6	.	.	-1	.	2
Cc1ccc(OCc2nnc(SCC(=O)O)n2N)cc1	-6	0.8	.	4	-8	1.1	.	112	-4
N#Cc1c(N)n(CCOC(=O)c2ccc(Cl)cc2)c2nc3ccccc3nc12	.	1.1	-24	-5	.	1.1	2	.	0
Cc1cc2cc(CN(CCN3CCOCC3)C(=O)Nc3ccccc3F)c(=O)[nH]c2cc1C	-7	1.3	3	3	-2	1	-3	103	3
O=c1oc(-c2ccc(Br)o2)nc2ccccc12	19	0.9	-10	-6	-7	1.1	1	108[fluorescence artefact?]	35*
COc1cc(NC(=O)C2CC2)c(C(=O)O)cc1OC	0	1	9	-7	-5	1.1	-1	98	3
Cc1ccnc(NC(=O)Nc2cccc(F)c2)c1	-2	0.8	21	-4	3	0.6	-4	108	4
Cc1ccc(S(=O)(=O)NCCSc2nnnn2-c2ccc(C(N)=O)cc2)cc1	-7	0.9	4	2	-2	.	4	107	.
COc1ccc(C2CC(c3cccs3)=NN2c2nc(-c3ccccc3)cs2)cc1OC (stereo unspecified)	.	1.9	-29	-22	.	.	18	.	-4
CSC1=NCCN1C(=O)c1ccc2c(c1)OCO2	4[fluorescence artefact?]	1	2	3	-9	1.5	3	91	4
Fc1ccc(C(c2nnnn2Cc2cccs2)N2CCN(c3ccccc3)CC2)cc1 (stereo unspecified)	-12	.	.	.	-11	1.1	.	109	-2
C/C(N)=C(/C#N)C(=O)CSc1nnc(Nc2cccc(C)c2)s1	96*[fluorescence artefact?]	.	.	.	91*[fluorescence artefact?]	1.6	.	17[fluorescence artefact?]	14
C=CCn1c(Cc2cccs2)nnc1SCC(=O)c1cccc(Br)c1	6	1.4	-4	-2	4	1.1	4	109	7
COC(=O)c1cnn(-c2ccc(C)c(C)c2)c1-n1cccc1	-1	.	.	2	-3	1.2	.	108	0
CC(=O)N1CN(C2CCCC2)Cc2c1sc1c2CCCC1	-4[fluorescence artefact?]	1.3	-54	9	-10	1.1	-1	134[fluorescence artefact?]	0
O=C(Nc1ccn(Cc2c(F)c(F)cc(F)c2F)n1)c1ccc(COc2cc(Cl)ccc2Cl)o1	.	0.8	-16	-1	.	.	-3	.	-1
Cn1nc(-c2ccc(Cl)cc2)c2cc(C(=O)NCCN3CCOCC3)sc21	-6	1.6	9	6	-7	1.3	1	108	-8
Cc1ccc(-n2c(C)nn(-c3ncc(C(F)(F)F)cc3Cl)c2=O)cc1	0	0.9	4	2	0	0.8	2	90	0

Next part; the last 3 above are carried over.
SMILES	ERb SRC1 inh	PLAP act	Mac1 fbg inh	Ecoli WT expand	ERa SRC1 inh	MT1-MMP txn act	CD11b adhes enh	ERa SRC1 pot	FAK inh
O=C(Nc1ccn(Cc2c(F)c(F)cc(F)c2F)n1)c1ccc(COc2cc(Cl)ccc2Cl)o1	.	0.8	-16	-1	.	.	-3	.	-1
Cn1nc(-c2ccc(Cl)cc2)c2cc(C(=O)NCCN3CCOCC3)sc21	-6	1.6	9	6	-7	1.3	1	108	-8
Cc1ccc(-n2c(C)nn(-c3ncc(C(F)(F)F)cc3Cl)c2=O)cc1	0	0.9	4	2	0	0.8	2	90	0
CCc1c(O)nc(SCC(=O)NCc2ccco2)[nH]c1=O	17[fluorescence artefact?]	0.9	-16	-12	4	1.2	1	98	-3
COC(=O)[C@H](CCSC)NC(=O)NCCc1ccc(F)cc1	-20	0.9	3	7	-12	1.1	-2	96[fluorescence artefact?]	0
Cc1cc(C)cc(-n2nnc(C(=O)NCc3ccccc3)c2N)c1	5[fluorescence artefact?]	1	2	-5	6[fluorescence artefact?]	1.1	-1	115	-5
CCOC(=O)c1sc(NC(=O)c2cc3n(n2)C(C(F)(F)F)CC(c2cccs2)N3)c(C(=O)OCC)c1C (stereo unspecified)	.	1.2	-4	-3	.	.	25	.	-3
N#CCCn1cnc2c(=S)nc[nH]c21	-6	1.2	-18	-2	-6	1.2	-1	110	4
Cc1noc(C)c1C(=O)Nc1ccccc1-c1ccccc1	-1	0.9	-6	-2	20[fluorescence artefact?]	1	-1	109	3
Cc1nc(N2CCN(Cc3ccccc3)CC2)nc2c1C(=O)CC(C)C2 (stereo unspecified)	6	1.8	15	5	-6	1.2	0	122	-3
Cc1cc(-c2nnc(-c3ccccc3)c(-c3ccccc3)n2)c(C)o1	8[fluorescence artefact?]	1.5	-3	3	11	1.5	-3	85	2
N#Cc1cc2c(=O)n3ccccc3nc2n(CC2CCCO2)c1=N (stereo unspecified)	37[fluorescence artefact?]	.	.	.	16	1.4	.	88[fluorescence artefact?]	1
O=C(c1ccco1)N1CCN(C(=O)C2c3ccccc3Oc3ccccc32)CC1	-3	0.9	-13	2	-1	1.3	-2	96	-1
O=C(O)CCCC(=O)N1CCN(c2cccc(Cl)c2)CC1	-1	1.1	-16	1	-10	1.1	-2	331*[fluorescence artefact?]	-1
NS(=O)(=O)c1ccc(CCNC(=O)CSc2ccccc2)cc1	.	1	-2	-1	.	.	-6	.	0
CCC(=O)N1c2ccc(S(=O)(=O)CCC(=O)NC3CCCC3)cc2CC1C (stereo unspecified)	-1[fluorescence artefact?]	1	.	11	7	1.2	.	95	-3
Cc1ccccc1NC(=O)C(=O)NCc1ccccn1	.	0.9	-49	5	.	.	2	.	3
C/C(=N\NC(=O)c1c[nH]c2ccccc12)c1ccco1	-26	2.3*	-34	15	-11	1.5	-5	103	0
COC(=O)c1cc(=O)n(Cc2ccc3c(c2)OCO3)c(=Nc2ccc(F)c(Cl)c2)s1	-7	0.9	-9	-15	-5	.	0	104	0
CC(C)CN(CC(C)C)S(=O)(=O)N1CCC(C(=O)NCc2ccccn2)CC1	0	1.3	.	-2	-5	1	.	124	2
COCCN(C(=O)c1ccccc1)c1nnc(-c2cccnc2)s1	-1	1	-7	-11	-1	1.2	-1	121	3
CCC(C)Nc1nc(-c2cccc(OC)c2O)nc2ccccc12 (stereo unspecified)	10	.	.	-9	9	1.2	.	81[fluorescence artefact?]	6
CC(=NCc1ccncc1)C1=C(O)c2ccccc2C1=O	6	0.9	-4	5	-3	1.5	2	103[fluorescence artefact?]	2

Given field by field: entries from further up
Compound: CC(=NCc1ccncc1)C1=C(O)c2ccccc2C1=O
  ERb SRC1 inh = 6 | PLAP act = 0.9 | Mac1 fbg inh = -4 | Ecoli WT expand = 5 | ERa SRC1 inh = -3 | MT1-MMP txn act = 1.5 | CD11b adhes enh = 2 | ERa SRC1 pot = 103[fluorescence artefact?] | FAK inh = 2
Compound: Cc1cc(C)cc(-n2nnc(C(=O)NCc3ccccc3)c2N)c1
  ERb SRC1 inh = 5[fluorescence artefact?] | PLAP act = 1 | Mac1 fbg inh = 2 | Ecoli WT expand = -5 | ERa SRC1 inh = 6[fluorescence artefact?] | MT1-MMP txn act = 1.1 | CD11b adhes enh = -1 | ERa SRC1 pot = 115 | FAK inh = -5
Compound: CCC(C)Nc1nc(-c2cccc(OC)c2O)nc2ccccc12 (stereo unspecified)
  ERb SRC1 inh = 10 | PLAP act = . | Mac1 fbg inh = . | Ecoli WT expand = -9 | ERa SRC1 inh = 9 | MT1-MMP txn act = 1.2 | CD11b adhes enh = . | ERa SRC1 pot = 81[fluorescence artefact?] | FAK inh = 6

Next structures.
SMILES	ERb SRC1 inh	PLAP act	Mac1 fbg inh	Ecoli WT expand	ERa SRC1 inh	MT1-MMP txn act	CD11b adhes enh	ERa SRC1 pot	FAK inh
Cc1ccc(C)n1-c1ccncc1	7	0.9	-5	6	7	1	-4	79[fluorescence artefact?]	0
O=C(NCCCN1CCOCC1)C(Sc1ccccc1)c1ccccc1 (stereo unspecified)	.	1.2	-8	2	.	.	-6	.	-1
Cc1ccc(N(CC(=O)N/N=C/c2ccc(OC3CSC3)cc2)S(=O)(=O)c2ccccc2)cc1	.	1	-15	-9	.	.	2	.	3
Cc1cc(C)c(NC(=O)CC(C)(C)C)c(Cl)c1	-8	1.1	5	2	-3	1.1	-1	103	73*
CCN(CCO)C1CC(=O)N(c2ccccc2C)C1=O (stereo unspecified)	33	1.3	.	11	-3	1	.	108[fluorescence artefact?]	-1
COCc1cc(CN2CCCC2)c(O)c2ncccc12	13[fluorescence artefact?]	1.3	-8	34	3[fluorescence artefact?]	0.8	-3	92	2
CCCn1c(CCc2ccccc2)nnc1SCC(=O)N1CCCC1	-13[fluorescence artefact?]	1.2	-52	0	-30	1.1	5	92	-1
O=C(Nc1nc(-c2ccc(S(=O)(=O)N3CCCCCC3)cc2)cs1)c1cccs1	-4[fluorescence artefact?]	0.9	-18	-10	-33	0.9	69	570*[fluorescence artefact?]	-4
CCOC(=O)c1ccc(NC(=O)CN(c2ccc(C)cc2)S(=O)(=O)c2c(C)n[nH]c2C)cc1	0	1.1	-15	-13	-2	1.3	-6	103	-2
Cc1cc(Oc2ccccc2)nc(NCc2ccccc2)n1	-2	1.1	.	-3	-5	1	.	110	-3
COc1ccccc1C1(CC(=O)N2CCCCC2)CCOC(C(C)C)C1 (stereo unspecified)	2[fluorescence artefact?]	1.4	-4	-8	4	1	-6	107	-2
CCOC(=O)C1CCN(C(=O)Nc2cccc(Cl)c2)CC1	-3	.	.	.	5	1.3	.	99	-1
CCc1c(C(C)S(=O)(=O)c2ccc(C)cc2)[nH]c(=O)n1-c1ccc(OC(F)(F)F)cc1 (stereo unspecified)	-12	0.9	8	13	-7	1.2	-4	101	0
CCN(CC)S(=O)(=O)c1cccc(C(=O)OCC(=O)N2CC(=O)Nc3ccccc32)c1	.	1	2	0	.	1.2	-2	.	-2
O=C(/C=C/c1ccco1)NC(=S)NNC(=O)c1ccco1	38[fluorescence artefact?]	.	.	.	20[fluorescence artefact?]	1	.	76[fluorescence artefact?]	-3
Cc1c(NC(=O)CCC2CCCCC2)c(=O)n(-c2ccccc2)n1C	.	1.3	.	-4	.	1.1	.	.	-1
CC1=C(C(=O)OCC(C)C)C(c2cccc(F)c2)N2C(=O)C(C)SC2=N1 (stereo unspecified)	4[fluorescence artefact?]	1.5	-15	-3	10[fluorescence artefact?]	1.2	9	94	13
O=C(CCC(=O)OCC(=O)c1ccccc1)Nc1cccc2cccnc12	.	1	0	2	.	.	7	.	1

Four entries already listed, sorted by heavy-atom count, falling:
SMILES	ERb SRC1 inh	PLAP act	Mac1 fbg inh	Ecoli WT expand	ERa SRC1 inh	MT1-MMP txn act	CD11b adhes enh	ERa SRC1 pot	FAK inh
CCC(C)Nc1nc(-c2cccc(OC)c2O)nc2ccccc12 (stereo unspecified)	10	.	.	-9	9	1.2	.	81[fluorescence artefact?]	6
NS(=O)(=O)c1ccc(CCNC(=O)CSc2ccccc2)cc1	.	1	-2	-1	.	.	-6	.	0
Cn1cnnc1SCC(=O)c1ccc(OC(F)F)cc1	.	0.9	2	6	.	.	-1	.	2
Cc1ccnc(NC(=O)Nc2cccc(F)c2)c1	-2	0.8	21	-4	3	0.6	-4	108	4

High-throughput results deposited in PubChem BioAssay by several laboratories.
